HP1b chromo inh – blocks HP1-beta chromodomain binding to methylated histone tails; 0.56% of 390,000 active; P83916; Potency, µM (top dose mostly 114 µM), without a hit: top-dose activity change, negative = inhibition, actives largely listed as inhibitors; AlphaScreen HP1-beta / biotin-H3K9me3 peptide binding; note: potency is the fitted concentration of half-maximal effect; nearly all actives have a fitted effect of over 70% in size; inactives centre near 23
Target sequence (P83916 whole entry, looked up): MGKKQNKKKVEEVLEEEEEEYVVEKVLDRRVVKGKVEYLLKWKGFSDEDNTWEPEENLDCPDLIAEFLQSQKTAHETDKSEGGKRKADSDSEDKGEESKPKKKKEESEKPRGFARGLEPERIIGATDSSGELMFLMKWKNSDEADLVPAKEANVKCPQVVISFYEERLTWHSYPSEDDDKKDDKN
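AlphaScreen: HP1-beta (50 nM) preformed 30 min with biotin-H3(1-18)K9me3 peptide (50 nM) in PBS pH 7.4, 0.01% Tween-20. Compound added for 30 min at RT, then streptavidin donor/nickel chelate acceptor beads (10 ug/mL) for 30 min.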
GLS inh – inhibitors of human glutaminase (GLS). O94925. 0.21% of 410,000 active. GLS enzymatic activity, qHTS titration. AID 624170. Potency, µM (series often up to 45.5 µM), for the others: top-dose activity change, negative = inhibition, hits mostly inhibitors; note: potency is the fitted concentration of half-maximal effect; % is set by controls: 0 for no effect and ±100 for the full control effect
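Glutamate formation by hKGA was monitored fluorometrically using coupled glutamate oxidase, HRP and Amplex Red. Substrate was added as 1 mM L-glutamine solution; incubation was 30 min at RT after an initial read.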
Pin1 inhibitor – blocks the human prolyl isomerase Pin1. 0.009% of 390,000 active. Potency, µM (doses to about 115 µM), for the others: top-dose activity, negative = inhibition, usual class: inhibitors. Q13526. Pin1 FP peptide displacement, HiFluor488, 10 min; active = well fitted inhibition curve with a large enough effect in the polarisation, with a control signal flat, not every such curve was filed as active; inconclusive = small, poorly fitted or top-dose-only effect, or effect the other way, or a change in a side signal; inactive = no such curve, though single readings can be large or run the other way; the % refers to the polarisation; note: potency is the fitted concentration of half-maximal effect; % is set by controls: 0 for no effect and ±100 for the full control effect
Target sequence (Q13526 whole entry, looked up): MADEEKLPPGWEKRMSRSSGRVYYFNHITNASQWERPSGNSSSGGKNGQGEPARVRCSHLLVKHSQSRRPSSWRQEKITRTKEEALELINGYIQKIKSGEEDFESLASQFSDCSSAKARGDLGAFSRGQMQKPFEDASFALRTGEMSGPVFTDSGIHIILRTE
BAZ2B inh – blocks human BAZ2B; Q9UIF8; 4.4% of 360,000 active; AID 504333; Potency, µM (doses to about 114 µM), without a hit: at the top dose activity change, negative = inhibition, hits mostly inhibitors; AlphaScreen BAZ2B-H3K14Ac peptide displacement; note: potency is the fitted concentration of half-maximal effect; % is set by controls: 0 for no effect and ±100 for the full control effect; nearly all actives have a fitted effect of over 60% in size
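Complex of BAZ2B and biotin-H3K14Ac (50 nM apiece) forms over 30 min at RT, then faces library compounds up to 110 uM for another 30 min; AlphaScreen beads added, 20 min dark incubation, luminescence read.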
JMJD2A Tudor inh – JMJD2A Tudor domain (human) inhibition; O75164; AlphaScreen JMJD2A-Tudor / H3K4me3 peptide binding; Potency, µM (doses to about 114 µM), inactives show at the highest dose activity change, negative = inhibition, most hits filed as inhibitors; 4.4% of 390,000 active; note: potency is the fitted concentration of half-maximal effect; % is set by controls: 0 for no effect and ±100 for the full control effect; nearly all actives have a fitted effect of over 50% in size
PGK inhibitor – blocks T. brucei phosphoglycerate kinase | Potency, µM (top dose mostly 57.5 µM), inactives show at the highest dose activity change, negative = inhibition, most hits filed as inhibitors | 0.043% of 380,000 active | PGK/GAPDH coupled, Kinase-Glo luminescence, 60 min | AID 602233; note: potency is the fitted concentration of half-maximal effect; % is set by controls: 0 for no effect and ±100 for the full control effect; nearly all actives have a fitted effect of over 60% in size
Target sequence (P07378 whole entry, looked up): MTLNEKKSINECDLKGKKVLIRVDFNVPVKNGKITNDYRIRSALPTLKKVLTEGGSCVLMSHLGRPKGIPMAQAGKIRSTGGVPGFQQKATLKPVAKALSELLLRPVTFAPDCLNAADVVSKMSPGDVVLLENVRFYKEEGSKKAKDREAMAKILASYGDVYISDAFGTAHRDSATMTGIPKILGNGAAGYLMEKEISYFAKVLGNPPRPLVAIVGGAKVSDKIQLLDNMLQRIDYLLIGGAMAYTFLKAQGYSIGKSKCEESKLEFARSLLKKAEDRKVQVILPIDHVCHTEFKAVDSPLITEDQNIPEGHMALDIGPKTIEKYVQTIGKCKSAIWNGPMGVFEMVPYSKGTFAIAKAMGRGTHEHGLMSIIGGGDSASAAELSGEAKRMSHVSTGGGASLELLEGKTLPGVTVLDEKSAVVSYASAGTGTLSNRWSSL
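Luminescent ATP detection (Kinase-Glo Plus) follows a 60-minute room-temperature incubation, with wells lacking PGK as controls. Buffer: 100 mM TEA (pH 7.6), 5 mM MgCl2, 0.01% Tween-20. Coupling enzyme GAPDH (100 nM final) supplies unstable 1,3-BPG in-well.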
PI4K2A inh – blocks human PI4K2A kinase activity; purified PI4K2A, ADP-Glo luminescence, 1 h; stronger effect = lower value; activity change, negative = inhibition, % at 76.9 µM; 0.13% of 420,000 active; Q9BTU6; in the data active = activity change below about -50%; inconclusive = mostly about -30% to -49%;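 note: -100% = wells without enzyme as full effect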
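PI4K2A activity was measured by ADP-Glo luminescence: enzyme (4 ug/mL stock) and phosphatidylinositol (1.2 mM stock) in Tris pH 7.5/MgCl2/EGTA/Triton X-100 buffer were reacted with ATP (300 microM stock) for one hour at ambient temperature.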
ERG Ets-DNA blk – blocks human ERG Ets domain binding to DNA | fluorescence polarization, His-ERG Ets domain / labelled DNA | Potency, µM (highest dose often 76.9 µM), for inactives: at the highest dose FP activity, negative = inhibition, actives largely listed as inhibitors | 0.028% of 370,000 active; active = well fitted inhibition curve with a large enough effect in the polarisation, with a control signal flat; inconclusive = small, poorly fitted or top-dose-only effect, or effect the other way, or a change in a side signal; inactive = no such curve, though single readings can be large or run the other way; the % refers to the polarisation;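 note: polarization taken with two DNA probes labelled with fluorescein and Texas red; potency is the fitted concentration of half-maximal effect; % of control where 0% means no effect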
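His-tagged ERG Ets domain (1 uM in the protein solution; 300mM KCl, 50mM Tris-HCl, 1mM EDTA, 1mM DTT, pH 7.5) received compound, then a probe mix of 5 nM fluorescein-DNA and 100nM Texas-615-DNA. Fluorescence polarization was read for both dyes.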
G9a inh – blocks human histone lysine methyltransferase G9a | Q96KQ7 | G9a H3K9 monomethylation, AlphaScreen, 2 h | Potency, µM (series often up to 102 µM), for inactives: at the highest dose activity, negative = inhibition, hits mostly inhibitors | 8.8% of 350,000 active; note: potency is the fitted concentration of half-maximal effect; % is set by controls: 0 for no effect and ±100 for the full control effect; nearly all actives have a fitted effect of over 75% in size
Target sequence (Q96KQ7 913-1193 limits assumed): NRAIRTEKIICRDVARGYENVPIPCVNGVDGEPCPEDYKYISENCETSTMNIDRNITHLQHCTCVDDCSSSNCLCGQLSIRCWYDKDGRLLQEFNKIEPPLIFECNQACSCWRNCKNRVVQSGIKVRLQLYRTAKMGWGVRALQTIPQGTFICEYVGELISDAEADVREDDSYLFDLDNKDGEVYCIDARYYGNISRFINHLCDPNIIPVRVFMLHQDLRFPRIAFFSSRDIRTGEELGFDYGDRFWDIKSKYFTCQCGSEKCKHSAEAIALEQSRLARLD
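Using a bead-based AlphaScreen, monomethylated H3K9 product from 2 h room-temperature reactions (G9a 20 nM, peptide 500 nM, SAM 20 uM) was detected with 0.5 ug/mL rabbit anti-H3K9me1 antibody.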
An asterisk follows results filed as active; i = inactive; ? = inconclusive; · = not tested or not shown; & = joins results of further samples; [ ] = another dose, or the depositor's remark. Unless noted, calls come from the whole dose curve; as a rule, active = well fitted curve in the direction sought with a large enough effect; inconclusive = small, poorly fitted or top-dose-only effect, or another doubt; inactive = no such curve, though single readings can be large; an effect the other way counts as inactive or inconclusive. Hits appear at their usual frequency; about 11% have a hit in one of these screens.

HP1b chromo inh	GLS inh	Pin1 inhibitor	BAZ2B inh	SMILES	JMJD2A Tudor inh	PGK inhibitor	PI4K2A inh	ERG Ets-DNA blk	G9a inh
21%	-2%	4%	0%	CCCNC(=O)C1CCN(S(=O)(=O)c2c(C)noc2/C=C\c2ccc(OC)cc2)CC1	-6%	i	2	-2%	9%
19%	-2%	3%	-13%	CCN(C(=O)COC(=O)c1c(C)c(-c2ccccc2)nc2ccccc12)C1CCS(=O)(=O)C1 (stereo unspecified)	-17%	-2%	-1	-7%	-12%[59 µM]
13%	1%	2%	4%	CCCN1CCC(NC(=O)CCc2nnc(-c3ccccc3)o2)CC1	-15%	-7%	2	3%	20%
48%	21%	3%	·	CCN1CCN(C(=S)Nc2ccsc2C(=O)OC)CC1	-12%	-11%	0	0%	?
3%	4%	-12%	-2%	O=C(NNC(=O)C1CCN(Cc2ccccc2)CC1)c1cccc(Cl)c1	-8%	-9%	-2	-7%	20%[59 µM]
18%	-4%	-4%	10%	O=S(=O)(c1cc(Cl)ccc1Cl)N1CCNCC1	-19%	-10%	-3	-13%	12%
41%[activator]	11%	-3%	9%	Cc1ccccc1OCCNC(=O)CNC(=O)c1ccccc1O	-8%	-8%	-1	0%	11%[12.7 µM]
66%[activator]	-5%	3%	2%	CCc1nnc(NS(=O)(=O)c2ccc(NC(=O)c3ccc(S(=O)(=O)N(CC)CC)cc3)cc2)s1	-14%	1%	10	-2%	-12%
16%	3%	1%	-26%	COc1ccccc1C(=O)Nc1ccc(Oc2nnc(-c3ccc(C)cc3)c3ccccc23)cc1	-28%	0%	6	-12%	16%[59 µM]
23%	10%	5%	·	COc1ccc(C(=O)COC(=O)[C@@H](NS(=O)(=O)c2ccccc2)C(C)C)cc1	-7%	5%	0	-6%	·
36%	0%	-9%	-5%	O=C(Nc1cc(F)ccc1F)C1CCN(C(=O)c2cnn(-c3ccccc3)c2-n2cccc2)CC1	-11%	2%	1	-2%	-4%[59 µM]
21%	-1%	-6%	?	O=C(OCCNc1nc(-c2ccccc2)nc2ccccc12)c1ccncc1	-24%	-4%	5	9%	?
32%	2%	-6%	?	CC(C)CCC(O)(CCC(C)C)C(=O)NN1CCCCC1	-7%	-7%	2	-1%	12%[59 µM]
33%	11%	1%	2%	CC(=O)Nc1sc(-c2ccc(Cl)cc2)nc1-c1ccccc1	2%	7%	2	-8%	-1%
44%[activator]	9%	?	-15%	CCN1CCN(c2oc(/C=C/c3ccc(OC)c(OC)c3)nc2C#N)CC1	13%	i	0	1%	-8%[59 µM]
3%	10%	1%	0%	CCC1(C)Cc2c(sc3nc(SC)n(-c4ccc(C)cc4)c(=O)c23)CO1 (stereo unspecified)	-18%	-8%	-2	1%	-4%[59 µM]
4%	0%	2%	4%	CCOc1ccc(S(=O)(=O)NCCC(=O)OCC(=O)c2ccc(NC(C)=O)cc2)cc1	-23%	0%	-1	-1%	17%[0.501 µM]
-12%	-19%	5%	-7%	C=CCn1c(/N=C/c2ccc3c(c2)OCO3)nc2ccccc21	-19%	-3%	-1	·	-4%[59 µM]
-24%	12%	-4%	?	CCNc1ccc(S(=O)(=O)N(C)C)cc1NCC(=O)Nc1ccccc1Cl	?	-6%	1	1%	40µM*
27%	15%	-3%	-7%	O=C(COc1cc2oc(=O)cc(-c3ccccc3)c2cc1Cl)NCC1CCC(C(=O)O)CC1 (stereo unspecified)	-14%	-5%	-7	2%	10%
29%	-1%	0%	0%	O=C(NCCCN1CCOCC1)C(=O)N/N=C/c1ccccc1Cl	-13%	i	3	8%	·
29%	11%	-1%	9%	COc1ccc(CC(=O)Nc2c3c(nn2C(C)(C)C)CS(=O)C3)cc1 (stereo unspecified)	-18%	2%	-7	4%	?
37%	-3%	48%[activator]	6%	Cc1ccc(NC(=O)CSc2nc3ccccc3nc2N2CCOCC2)c(C)c1	-8%	0%	-5	-8%	·
8%	4%	2%	20%	Cc1ccc(S(=O)(=O)N2CCOCC2)cc1NC(=O)COC(=O)Cc1cccs1	-7%	-7%	2	-3%	-20%[0.501 µM]
26%	3%	-5%	·	Cn1cc(C(=O)Nc2ccc(Cl)c(Cl)c2)cn1	-9%	8%	0	-2%	·
51%[activator]	8%	?	-3%	COc1ccc(NC(=O)NN2CCN(C)CC2)cc1	-6%	-3%	4	23%	·
56%[activator]	2%	1%	0%	O=C(Nc1nnc(-c2ccc(Cl)cc2)o1)C1CCCCC1	-8%	i	-6	9%	23%[12.7 µM]
47%[activator]	2%	41%[activator]	-21%	CN1/C(=C/C(=O)c2ccc(Cl)cc2)Sc2cc3c(cc21)OCO3	13%	-2%	-7	10%	1%[59 µM]
14%	-3%	10%	·	COc1ccc(NC(=O)c2cc(-c3ccc(C)o3)nc3ccccc23)c(OC)c1	?	-10%	-1	1%	·
32%	-3%	-6%	2%	C=CCn1c(CCCNC(=O)CCC)nc2ccccc21	-14%	-2%	-8	·	11%[59 µM]

The closing 2 records of the section above lead into the next.
HP1b chromo inh	GLS inh	Pin1 inhibitor	BAZ2B inh	SMILES	JMJD2A Tudor inh	PGK inhibitor	PI4K2A inh	ERG Ets-DNA blk	G9a inh
14%	-3%	10%	·	COc1ccc(NC(=O)c2cc(-c3ccc(C)o3)nc3ccccc23)c(OC)c1	?	-10%	-1	1%	·
32%	-3%	-6%	2%	C=CCn1c(CCCNC(=O)CCC)nc2ccccc21	-14%	-2%	-8	·	11%[59 µM]
26%[57 µM]	4%	2%	3%	COc1ccc(-c2c(C)c3ccc(O)c(CN4CCOCC4)c3oc2=O)cc1OC	-9%	10%	2	9%	26%[59 µM]
-2%	-4%	19%	?	C=CCn1c(C)cc(-c2csc(NC(=O)CCc3nc4ccccc4c(=O)[nH]3)n2)c1C	-26%	i	-20	-6%	32µM*
24%	17%	-10%	3%	C[C@H](NC(=O)[C@H]1N2C(=O)c3ccccc3C2SC1(C)C)C(=O)N1CCC[C@H]1C(=O)O (stereo partly specified)	-21%	1%	-1	16%	7%[12.7 µM]
30%	-3%	0%	4%	CC(C)CNC(=O)CC(=O)N/N=C/c1cccs1	4%	-4%	-1	-7%	-7%[59 µM]
24%	-5%	-1%	9%	O=C(NCc1cccnc1)C1CC(=O)N(C2CCCCC2)C1 (stereo unspecified)	-10%	-3%	-4	·	10%[12.7 µM]
27%	1%	7%	-20%	CC(C(=O)NCc1ccccc1F)n1ccc2cc(S(=O)(=O)N3CCCC3)ccc21 (stereo unspecified)	-4%	8%	0	-1%	-8%[59 µM]
19%&17%	6%&2%	3%&-2%	-9%&-8%	CCCCN(CC)C(=O)C1CCC(CNS(=O)(=O)c2cccc3nsnc23)CC1 (stereo unspecified)	-11%&-18%	6%&10%	-2&-1	-10%&-15%	?
30%	8%	-3%	4%	CN1CCN(c2cc(=O)n(Cc3ccc(F)cc3)c(=O)[nH]2)CC1	-16%	3%	2	-1%	?
17%	0%	?	-19%[57.1 µM]	COC1=C/C(=C/c2c(N)n3nc(CC(=O)N4CCCC4)sc3nc2=O)C=CC1=O	-34%	-8%	1	11%	?
50%	-4%	1%	11%	Nc1cc(-c2ccco2)no1	-8%	-10%	-3	5%	-5%[59 µM]
2%	5%	?	-32%	Cc1cc(/C=C2\SC(=S)N(C)C2=O)c(C)n1-c1cccc(O)c1	-21%[11.4 µM]	5%	-11	25%	-28%
12%	-3%	1%	-33%	O=C(CSCc1cnn(-c2ccccc2)c1-n1cccc1)Nc1ccc(F)cc1F	-20%	-1%	-6	10%	-28%[59 µM]
18%	14%	-2%	25%	CCC(=O)N1CCN(c2ccccc2NC(=O)Cc2ccccc2)CC1	-8%	-1%	-7	5%	7%[12.7 µM]
-6%	2%	-1%	0%	O=C(c1ccc2ccccc2n1)N1CCN(Cc2c(F)cccc2Cl)CC1	-14%	-10%	-1	12%	11%
20%	1%	-10%	-3%	COc1ccccc1C(=O)NNC(=O)c1ccccc1F	-8%	-6%	-3	-5%	-1%
51%[activator]	12%	-6%	2%	C=CCN(C#N)c1nc(OC)nc(N2CCCC2)n1	1%	-7%	-3	-7%	-30%
-27%	-10%	-1%	-15%	COc1ccc(/C=N/N=C2/C(=O)Nc3ccccc32)cc1O	-13%[11.4 µM]	-6%	1	2%	17%[59 µM]
18%	6%	-1%	5%	COc1ccc(S(=O)(=O)N2CCCC2CNC(=O)C(=O)NCc2cccs2)cc1 (stereo unspecified)	-14%	17%	1	-8%	8%
31%	4%	0%	-10%	Cc1nn(CC(=O)Nc2ccc(Cl)cc2)c(=O)c2cc(-c3ccccc3)nn12	-10%	-3%	-1	0%	3%
?	3%	-7%	50µM*	COc1ccc(OCC(O)CN2CCCCCC2)cc1 (stereo unspecified)	4µM*	-3%	7	9%	8.9µM*
66%[activator]	-10%	2%	29%	Cc1ccc(C)c(Cn2nc(-c3ccccc3)ccc2=O)c1	13%	-8%	-1	3%	128%[activator]
34%	-2%	-5%	4%	Cn1c(=O)c2c(nc(NCCc3ccccc3)n2CC(=O)NCCc2ccccc2)n(C)c1=O	-20%	i	2	3%	?
1%	2%	-3%	-35%	COC(=O)C1C(c2ccc(N(C)C)cc2)C(C(=O)OC)S(=O)(=O)CS1(=O)=O (stereo unspecified)	-27%	-2%	-3	-2%	-36%
25%	4%	-5%	·	Cc1ccc(CNC(=O)c2cc3ccccc3oc2=O)cc1	-20%	-2%	5	-6%	·
10%	-6%	3%	-10%	CCOC(=O)c1c(C)c(C(=O)O)n(C)c1C	-19%	-6%	6	-3%	2%

Compound activity as filed in PubChem BioAssay.
